Assay outcomes as filed in PubChem BioAssay.
MT stabilizer: microtubule stabilizers in HeLa cells. HeLa tubulin immunostaining HCS, 24 h; share of cells brighter than vehicle mean+2SD. 200,000 compounds, 0.83% hits. % tubulin-high responders, % at 10 µM;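 active = plate Z-score above 3 for both tubulin-high and condensed-nucleus cell shares, with cell loss under 80%, at 10 µM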;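 note: anti alpha tubulin signal scored within the nucleus-defined area of each cell; some results filed as inactive read as strong as hits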
Myeloid diff MLP: myeloid differentiation induction. ER-HoxA9 myeloid progenitors, lysozyme-GFP differentiation, flow cytometry. calls only at 10 µM. 360,000 compounds, 1% hits. AID 624256;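 active = normalized GFP-positive differentiation at or above the plate's own cutoff, the solvent-only control mean plus 3 SD; inconclusive = no clear call, values can overlap the other calls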;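 note: cells exposed to compound for four days before flow analysis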
T cell modulator: T cell immune modulators affecting CD8 T cell-vesicle binding; 2C CD8+ T cell-vesicle binding, flow cytometry; stronger effect = lower value; calls only at 7 µM; 330,000 compounds, 0.068% hits; AID 2052;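 active = response, share of CD8 T cells binding vesicles, and their 90th percentile fluorescence all below set limits, cut at about 80% in these data, passing the limit was not always enough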
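Incubation: binding step 1.5 h, 37 °C, antibody labelling 20 min, ice; system: murine 2C transgenic CD8+ T lymphocytes; technique: cytometric PE anti-B7-1 and Alexa647 anti-CD8 signals after 1% paraformaldehyde fixation; also added: QL9-charged Drosophila Ld/ICAM-1/B7-1 vesicles; control set: naked versus QL9-loaded vesicles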
West Nile virus CPE: West Nile virus antiviral activity, cell-based, CPE readout (AID 1621) | West Nile virus-infected cells, CPE inhibition; higher % means a stronger effect | CPE inhibition, % at 10 µM; hits with a dose series show IC50 in µM | 290,000 compounds, 0.02% hits; in the data active = a potency from the dose series; inconclusive = CPE inhibition mostly from about 3.7% at the one dose, without a potency; inactive = the rest, 99 in 100 with CPE inhibition below about 2.2%; note: strong numbers were not always called active
Autophagy mod: modulators of autophagy | MEF GFP-LC3 puncta imaging; test concentration mostly 10 µM | calls only at 10 µM (by protocol) | 190,000 compounds, 0.98% hits | AID 463193;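 active = percentage of spot-positive cells more than 3 SD above its plate mean, without a fluorescence outlier flag or 80% toxicity; inconclusive = no clear call, values can overlap the other calls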;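 note: spot-positive cell cutoff set from DMSO-treated cells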
bCat nuc transl: modulators of beta-catenin nuclear translocation; AID 1665; nuclear translocation activity, % at 5 µM; HeLa beta-catenin nuclear translocation, immunofluorescence imaging; 190,000 compounds, 0.3% hits;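 active = nuclear translocation activity above 50% at 5 µM, with a well cell count of 50 or more; inconclusive = wells under 50 cells across six images, flagged as toxic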;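 note: per-cell ratio of nuclear to cytoplasmic median beta-catenin stain intensity; plate controls were DMSO negative control for no effect and GSK-3 inhibitor IX positive control for full effect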
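test system = HeLa cells, endogenous beta-catenin | dosing = single 5 µM dose plus 0.02–20 µM confirmation series | times = compound treatment 24 h, 37°C, 5% CO2 | technique = beta-catenin immunofluorescence imaging with DAPI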
Hep lipid drop: modulators of hepatic lipid droplet formation | AML12 mouse hepatocytes, oleate lipid droplets, BODIPY imaging | inhibition, % at 6.5 µM | 240,000 compounds, 0.4% hits | AID 1656;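 active = lipid droplet intensity inhibited by at least 50%, with more than 500 cells counted; inconclusive = wells with under 300 cells, treated as cytotoxic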
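Material: mouse AML12 hepatocyte cell line, fixed after treatment; Timing: compound with oleate, overnight; Technique: high-content imaging of BODIPY-stained droplets and DAPI nuclei; Probe or stimulus: oleate, 100 µM final; Dosing: compound at 6.5 µM only.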
Insulin prom up: MIN6 insulin promoter up-regulation; MIN6 insulin promoter-GFP reporter, high-content imaging; stronger effect = higher value; z-score at 5 µM; 190,000 compounds, 0.3% hits;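 active = z-score above 3 at 5 µM with at least 500 cells counted in the well; inconclusive = wells under 500 cells, flagged as cytotoxic or low count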
WT yeast gro inh: growth inhibition of WT yeast, mitochondrial fusion screen; mitochondrial fusion phenotypic screen, WT strain; inhibition, % at 10 µM; 190,000 compounds, 2.1% hits; AID 1362; in the data active = inhibition above about 58%; tested in S. cerevisiae
WT yeast gro inh mutant strain: second read-out of WT yeast gro inh, no call of its own (marks repeat the call); inhibition, %; mitochondrial fusion phenotypic screen, mutant strain inhibition
Insulin prom up cell count: second read-out of Insulin prom up, no call of its own (marks repeat the call); cell count; measured here: cytotoxicity, nuclei count;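 total cells summed across four imaged fields per well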
Hep lipid drop cells 6.5 µM: recorded beside Hep lipid drop, whose call it bears; cell count; measured here: cell count, cytotoxicity flag;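 cells counted across two imaged fields per well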
bCat nuc transl cell count 5 µM: second read-out of bCat nuc transl, no call of its own (marks repeat the call); cell count; measured here: cell count, cytotoxicity flag
T cell modulator vesicle-bound %: second read-out of T cell modulator, no call of its own (marks repeat the call); double positive events, %; measured here: CD8+ vesicle-bound cell fraction;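 binding gate set so that unloaded-vesicle control wells show 10% double positive cells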
MT stabilizer Hoechst-high %: second read-out of MT stabilizer, no call of its own (marks repeat the call); % Hoechst-high responders; measured here: nuclear condensation Hoechst responders;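 share of cells brighter than vehicle mean plus two SD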
MT stabilizer cytotoxicity %: also measured in MT stabilizer; calls as there; toxicity, %; measured here: cytotoxicity by cell density;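 0% = mean cell density of plate MIN control wells and 100% = no cells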
Autophagy mod cell loss 18 h: further read-out of Autophagy mod, marked with its call; toxicity, %; measured here: cell loss, nuclei count;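 cell loss after 18 h compound exposure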
Myeloid diff MLP GFP+ MAC1+ %: further read-out of Myeloid diff MLP, marked with its call; GFP+ MAC1+ double positive, %; measured here: differentiation confirmed by MAC1 staining
Starred values were filed as active, the others as inactive; i = inactive; ? = inconclusive; . = not tested or not shown; + = active, no number. Rows were taken by chance; about 3.9% have a hit in one of these screens.

SMILES | MT stabilizer | MT stabilizer Hoechst-high % | MT stabilizer cytotoxicity % | Myeloid diff MLP | Myeloid diff MLP GFP+ MAC1+ % | T cell modulator | T cell modulator vesicle-bound % | West Nile virus CPE | Autophagy mod | Autophagy mod cell loss 18 h | bCat nuc transl | bCat nuc transl cell count 5 µM | Hep lipid drop | Hep lipid drop cells 6.5 µM | Insulin prom up | Insulin prom up cell count | WT yeast gro inh | WT yeast gro inh mutant strain
Cc1ccc(NC2CCCN(C(=O)CSc3ccncc3)C2)cc1C (stereo not drawn) | . | . | . | i | 0.4 | i | 61 | -0.7% | . | . | . | . | -9 | 654 | . | . | . | .
Cc1ccc(C)n1CCN1CCN(CC(=O)Nc2cc(C(F)(F)F)ccc2Cl)CC1 | 2.1 | 1.7 | 8.8 | . | . | . | . | -0.7% | + | 44* | 4.4 | 1464 | . | . | -0.16 | 1370 | -3 | -5
CC(C)COc1ccc(-c2cc(C(=O)NN)[nH]n2)cc1 | 4.3 | 2.5 | 4.6 | i | 0.5 | i | 38 | -1.4% | i | -12 | -4.7 | 1084 | 11 | 745 | -0.04 | 1415 | -17 | -33
CCN(CC(=O)Nc1cccc(OC)c1)C(=O)c1cnc(Cl)c(Cl)c1 | . | . | . | i | 0.7 | i | 29 | -1.3% | . | . | . | . | 2 | 741 | . | . | . | .
O=C(O)COc1ccc(-c2nc(-c3ccccc3)c(-c3ccccc3)[nH]2)cc1 | . | . | . | i | 2.4 | i | 31 | 0.3% | . | . | . | . | 2 | 722 | . | . | . | .
COc1nc(Oc2ccc(=O)n(C)n2)nc(N(C)C)n1 | 7.1 | 3.4 | 9.9 | i | 0.5 | i | 38 | 0.4% | i | -1 | -0.9 | 1063 | -3 | 680 | 0.53 | 1265 | 12 | -15
NS(=O)(=O)c1ccc2c(c1)C1C=CCC1C(C1CC=CCC1)N2 (stereo not drawn) | 2.0 | 1.4 | 6.0 | i | 1.0 | i | 15 | 0.1% | i | -3 | -0.4 | 1248 | -1 | 763 | -0.58 | 1019 | -5 | 2
CSc1nc(=O)n2cc(C)ccc2n1 | 1.5 | 1.5 | 3.4 | i | 0.5 | i | 64 | -0.1% | i | 5 | -0.1 | 1019 | -10 | 667 | 0.35 | 1113 | -6 | -6
CC(C)(C)Nc1nc2cc([N+](=O)[O-])ccc2o1 | . | . | . | i | 0.5 | i | 26 | 0.3% | . | . | 1.2 | 1387 | -9 | 698 | -0.19 | 1198 | . | .
CCc1cc2c(-c3ccccc3)cc(=O)oc2cc1OCC(C)=O | . | . | . | i | 0.5 | i | 57 | -0.5% | . | . | . | . | 4 | 758 | . | . | . | .
CCOC(=O)c1c[nH][nH]c1=O | . | . | . | i | 0.5 | i | 22 | 0.4% | . | . | 0.2 | 1282 | -19 | 756 | . | . | . | .
Cc1c(C(=O)N2CCN(c3ccccn3)CC2)cccc1[N+](=O)[O-] | 1.5 | 2.0 | 3.2 | i | 0.5 | i | 33 | -0.1% | i | -5 | . | . | -1 | 762 | 0.07 | 1163 | 9 | -17
C=CCc1ccc(OCCOc2cccc3cccnc23)c(OC)c1 | 3.0 | 2.4 | 9.5 | i | 0.6 | i | 18 | -2.1% | i | 0 | -1.1 | 533 | 0 | 717 | -0.75 | 1289 | 5 | -3
O=C(NNS(=O)(=O)c1ccc2ccccc2c1)NC1CCCCC1 | 2.2 | 3.4 | 4.8 | i | 0.7 | i | 32 | 2.5% | i | 9 | -0.9 | 945 | 11 | 678 | . | . | -10 | -19
COc1cccc(C(=O)NCC(=O)NNc2ncnc(N)c2[N+](=O)[O-])c1 | 1.8 | 1.0 | 2.6 | i | 0.5 | i | 48 | -0.1% | i | 24 | -1.0 | 1059 | -6 | 706 | -0.16 | 1259 | 3 | -7

Brought forward from above: 2 compounds, then new ones.
SMILES | MT stabilizer | MT stabilizer Hoechst-high % | MT stabilizer cytotoxicity % | Myeloid diff MLP | Myeloid diff MLP GFP+ MAC1+ % | T cell modulator | T cell modulator vesicle-bound % | West Nile virus CPE | Autophagy mod | Autophagy mod cell loss 18 h | bCat nuc transl | bCat nuc transl cell count 5 µM | Hep lipid drop | Hep lipid drop cells 6.5 µM | Insulin prom up | Insulin prom up cell count | WT yeast gro inh | WT yeast gro inh mutant strain
O=C(NNS(=O)(=O)c1ccc2ccccc2c1)NC1CCCCC1 | 2.2 | 3.4 | 4.8 | i | 0.7 | i | 32 | 2.5% | i | 9 | -0.9 | 945 | 11 | 678 | . | . | -10 | -19
COc1cccc(C(=O)NCC(=O)NNc2ncnc(N)c2[N+](=O)[O-])c1 | 1.8 | 1.0 | 2.6 | i | 0.5 | i | 48 | -0.1% | i | 24 | -1.0 | 1059 | -6 | 706 | -0.16 | 1259 | 3 | -7
COc1cccc(/C=C2\SC(=S)N(CCC(=O)N3CCCCC3)C2=O)c1 | . | . | . | ? | . | i | 12 | -1.6% | . | . | . | . | -2 | 780 | . | . | . | .
CC(C)(C)n1nnnc1C(c1cccc(C(F)(F)F)c1)N1CCC(O)CC1 (stereo not drawn) | 3.7 | 1.9 | 14 | i | 0.3 | i | 29 | 0.4% | i | -13 | -0.1 | 1414 | 6 | 577 | -0.44 | 1319 | -2 | -12
N#C/C(=N\Nc1ccccc1F)c1nc(-c2ccccc2)cs1 | 1.7 | 2.5 | 4.5 | i | 0.8 | i | 8 | -0.9% | i | 13 | 10 | 437 | 20 | 778 | . | . | 6 | 22
CCCSc1ccc(C(=O)Nc2ccc(F)cc2F)cn1 | 2.9 | 2.0 | 7.4 | i | 0.3 | i | 36 | 0.9% | i | 12 | -0.3 | 1012 | 14 | 562 | 0.03 | 1617 | 6 | 8
Cc1cc(CNC(=O)c2ccc3oc(C(C)C)nc3c2)nn1C | . | . | . | i | 4.3 | i | 19 | -0.4% | . | . | . | . | -10 | 756 | . | . | . | .
CCCCCC(=O)N1CC2(CC(c3cccc(NC(=O)[C@@H]4CCC(=O)N4)c3)=NO2)C[C@@H]1C(N)=O (stereo partly drawn) | . | . | . | i | 2.7 | i | 47 | -0.3% | . | . | -1.5 | 1134 | . | . | -0.26 | 1007 | . | .
O=C(COC(=O)CCc1ccc(S(=O)(=O)N2CCOCC2)cc1)NC1CCCC1 | 5.3 | 2.7 | 11 | i | 0.0 | i | 28 | -0.3% | i | 4 | 0.8 | 1024 | -11 | 649 | -0.06 | 1319 | -12 | -2
CC1CC(C)CN(C(=O)COc2ccc(-c3nnco3)cc2)C1 (stereo not drawn) | 4.1 | 2.4 | 9.8 | i | 1.3 | i | 27 | 0.5% | i | 25 | -4.1 | 972 | . | . | -0.04 | 1490 | 6 | 12
CCOc1cccc(OCCOCCn2cnc3ccccc3c2=O)c1 | 1.5 | 1.6 | 8.1 | i | 2.5 | i | 44 | -0.3% | i | -4 | . | . | -17 | 783 | . | . | . | .
O=C1N(Nc2ccccc2)C(c2ccc(Br)cc2)C12CCCCC2 (stereo not drawn) | 3.4 | 2.3 | 5.9 | i | 0.9 | i | 29 | -0.4% | i | 4 | . | . | . | . | -0.62 | 1024 | 18 | 18
COc1cc(/C=N/Nc2nc(Nc3ccc(C)cc3)nc(-n3nc(C)cc3C)n2)cc(OC)c1OC | 4.1 | 3.8 | 3.4 | i | 0.5 | i | 37 | 2.1% | i | -15 | -3.4 | 1130 | 11 | 706 | ? | . | 10 | 13
Cc1ccc(OCCSc2nc3ccccc3n2CC(=O)O)cc1 | . | . | . | i | 1.0 | i | 59 | 0.5% | . | . | . | . | 4 | 833 | . | . | . | .
COc1ccc(NC(=O)c2nc[nH]c2C(=O)N[C@@H](CC(C)C)C(=O)OC(C)(C)C)cc1 | . | . | . | i | 0.5 | i | 14 | 0.2% | . | . | -0.8 | 1348 | 10 | 629 | 0.55 | 721 | . | .
CC(C)=NNc1nc2c(c(=O)[nH]c(=O)n2C)n1CCCc1ccccc1 | . | . | . | i | 0.5 | i | 24 | -0.3% | . | . | . | . | 0 | 830 | . | . | . | .
CCN(CC)c1ccc(N2C(=O)/C(=C/c3cccs3)SC2=S)cc1 | 3.2 | 1.9 | 2.2 | i | 0.5 | i | 57 | 0.2% | i | 0 | -1.3 | 916 | . | . | 1.9 | 1238 | -3 | 2
COc1cc(C(=O)NC(=S)Nc2ccc(NC(=O)c3ccco3)cc2)cc(OC)c1OC | 6.1 | 1.8 | 3.5 | i | 0.6 | i | 34 | 0.1% | i | 1 | 0.5 | 492 | -10 | 616 | 0 | 1194 | 4 | -26
COc1ccc(N2CC(C(=O)N3CCN(c4ccccc4)CC3)CC2=O)cc1 (stereo not drawn) | . | . | . | i | 1.1 | i | 14 | -0.1% | . | . | . | . | -8 | 673 | . | . | . | .
CCN(CC)CCNC(=O)C1CCN(S(=O)(=O)c2c(C)noc2/C=C/c2ccccc2F)CC1 | . | . | . | i | 0.0 | i | 25 | 25µM* | . | . | . | . | 8 | 724 | . | . | . | .
Cc1ccc(/C(O)=C2\C(=O)C(=O)N(CC(C)O)C2c2ccc(N(C)C)cc2)cc1 (stereo not drawn) | 4.2 | 3.4 | 9.1 | i | 1.1 | i | 20 | 0.3% | i | -30 | -1.9 | 1401 | . | . | 0.14 | 1368 | 5 | 12
O=C(O)CCCCCNC(=O)/C(=C\c1ccco1)NC(=O)c1ccco1 | . | . | . | i | 0.7 | i | 45 | 1.1% | . | . | . | . | -2 | 834 | . | . | . | .
